Screens deposited in PubChem by National Center for Advancing Translational Sciences (NCATS).
USP1 inh: inhibitors of human USP1/UAF1 deubiquitinase | O94782 | recombinant USP1/UAF1, Ub-Rhodamine cleavage fluorescence | Potency, µM (titrated, usually from 57.1 µM), for inactives: at the highest dose activity change, negative = inhibition, most hits filed as inhibitors | actives 0.23% (n = 390,000) | AID 743255; also: potency is read from the fitted curve at half-maximal effect; % is scaled to controls: 0 for no effect and ±100 for the full control effect; nearly all actives have a fitted effect of over 60% in size; inactives centre near -12
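Step one: compound is pinned into 1nM USP1/UAF1 in HEPES pH 7.8 buffer with TCEP. Step two: 15 min room-temperature incubation. Step three: Ub-Rho (150nM final) starts cleavage, tracked by fluorescence over six one-minute reads.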
IDH1 R132H inh: inhibitors of human mutant IDH1 R132H. O75874. IDH1-R132H enzyme, NADPH consumption, diaphorase/resazurin fluorescence. Potency, µM (doses to about 76.6 µM), inactives show at the highest dose activity change, negative = inhibition, hits mostly inhibitors. actives 0.093% (n = 390,000); also: potency is read from the fitted curve at half-maximal effect; % is scaled to controls: 0 for no effect and ±100 for the full control effect; nearly all actives have a fitted effect of over 65% in size
Target sequence (O75874 whole entry R132H, stated change not applied): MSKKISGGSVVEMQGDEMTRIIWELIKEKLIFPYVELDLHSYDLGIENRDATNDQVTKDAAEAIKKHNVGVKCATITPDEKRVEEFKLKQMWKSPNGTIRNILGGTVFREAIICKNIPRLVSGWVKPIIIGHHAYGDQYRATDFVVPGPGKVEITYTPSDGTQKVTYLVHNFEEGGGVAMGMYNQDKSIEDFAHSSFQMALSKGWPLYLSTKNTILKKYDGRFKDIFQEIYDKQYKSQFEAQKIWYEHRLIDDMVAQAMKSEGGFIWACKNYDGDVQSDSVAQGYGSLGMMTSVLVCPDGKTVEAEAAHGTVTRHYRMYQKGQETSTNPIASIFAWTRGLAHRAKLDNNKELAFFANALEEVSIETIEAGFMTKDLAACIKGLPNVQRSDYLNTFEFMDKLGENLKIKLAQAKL
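IDH1-R132H (0.5 ug/mL) preincubated 30 min with compound, then NADPH (0.016 mM) and alpha-KG (2 mM) added; 80 min at RT, pH 7.5. Remaining NADPH coupled via diaphorase/resazurin to fluorescence (540/590 nm); concentration-response curves normalized to no-enzyme control.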
LDHA inh: inhibitors of human lactate dehydrogenase A | P00338 | purified LDHA, NADH/diaphorase-resazurin fluorescence; hits give low values | activity change, % (values are at about 110 or 230 µM) | actives 0.15% (n = 480,000) | AID 1347041; in the data active = activity change below about -30%; inconclusive = mostly about -25% to -30%;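 also: plate controls were DMSO wells for no effect and wells without enzyme for full effect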
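Enzyme activity of human lactate dehydrogenase 5 (2 nM; 0.06 mM NADH, 0.2 mM pyruvate, 5 min, RT) is measured via a resazurin/diaphorase fluorescence readout of residual NADH.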
Vif-A3F inh: Vif-A3F binding inhibition. HeLa A3F-eYFP + Vif (tagged APOBEC3F with the HIV-1 protein that degrades it), YFP fluorescence increase. Potency, µM (series often up to 46.1 µM), inactives show at the highest dose activity, negative = active. actives 0.2% (n = 390,000). AID 602313; also: potency is read from the fitted curve at half-maximal effect; % of control where 0% means no effect; nearly all actives have a fitted effect of over 65% in size
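HeLa cells stably expressing A3F-eYFP plus Vif, plated and incubated overnight at 37 deg C, then exposed to compounds overnight at 37 deg C. Blocked degradation read as raised yellow fluorescence (Ex 488/Em 500-530).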
GRP78 ERSR act: induces the endoplasmic reticulum stress response in human glioma cells; U87-MG GRP78 promoter luciferase reporter, 16 h; actives 0.02% (n = 420,000); Potency, µM, for the others: top-dose activation, most hits filed as activators; AID 602332; also: potency is read from the fitted curve at half-maximal effect; series mostly up to about 76 µM; % of control where 0% means no effect; nearly all actives have a fitted effect of over 35% in size
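Stably transfected U87-MG glioma cells carrying a GRP78-based luciferase sensor; 16 h compound incubation. Luminescence end-point read 10 min after Bright-Glo addition at room temperature.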
TrxR1 substrate: is turned over as a substrate by rat TrxR1 | O89049 | AID 588456 | actives 0.01% (n = 390,000) | purified TrxR1 substrate turnover, NADPH consumption readout | Potency, µM (series often up to 114 µM), for the others: top-dose activity change, negative = substrate turnover; also: potency is read from the fitted curve at half-maximal effect; % is scaled to controls: 0 for no effect and ±100 for the full control effect; nearly all actives have a fitted effect of over 50% in size
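Rat TrxR1, dispensed at 90 nM, was prereduced with 400 uM NADPH (final) for 5 min at ~22 deg C, then incubated with compound 15 min before 400 uM selenite. A first-read NADPH fluorescence drop versus no-compound background flagged substrates.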
TrxR1 inh: blocks rat thioredoxin reductase 1; O89049; recombinant rTrxR1, NADPH fluorescence consumption, selenite substrate; Potency, µM (top dose mostly 114 µM), without a hit: at the highest dose activity change, negative = inhibition, most hits filed as inhibitors; actives 1% (n = 390,000); AID 588453; also: potency is read from the fitted curve at half-maximal effect; % is scaled to controls: 0 for no effect and ±100 for the full control effect; nearly all actives have a fitted effect of over 65% in size
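Rat TrxR1 (90 nM in the dispensed reagent) was pre-reduced with 400 uM NADPH for 5 min at room temperature, then incubated with compound for 15 min. After 400 uM selenite was added, NADPH fluorescence (Ex 340/Em 450 nm) was followed for 8 min.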
Vif-APOBEC3G blk: inhibitors of Vif-APOBEC3G interaction; Q9HC16; HeLa A3G-eYFP + Vif (tagged APOBEC3G with the HIV-1 protein that degrades it), YFP fluorescence, overnight; Potency, µM (doses to about 46.1 µM), for inactives: at the highest dose activity, negative = active, hits mostly inhibitors; actives 0.076% (n = 410,000); AID 602310;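 also: potency is read from the fitted curve at half-maximal effect; % is scaled to controls: 0 for no effect and ±100 for the full control effect; nearly all actives have a fitted effect of over 60% in size; hits raise eYFP signal because A3G escapes Vif-driven loss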
Target sequence (Q9HC16 whole entry, looked up): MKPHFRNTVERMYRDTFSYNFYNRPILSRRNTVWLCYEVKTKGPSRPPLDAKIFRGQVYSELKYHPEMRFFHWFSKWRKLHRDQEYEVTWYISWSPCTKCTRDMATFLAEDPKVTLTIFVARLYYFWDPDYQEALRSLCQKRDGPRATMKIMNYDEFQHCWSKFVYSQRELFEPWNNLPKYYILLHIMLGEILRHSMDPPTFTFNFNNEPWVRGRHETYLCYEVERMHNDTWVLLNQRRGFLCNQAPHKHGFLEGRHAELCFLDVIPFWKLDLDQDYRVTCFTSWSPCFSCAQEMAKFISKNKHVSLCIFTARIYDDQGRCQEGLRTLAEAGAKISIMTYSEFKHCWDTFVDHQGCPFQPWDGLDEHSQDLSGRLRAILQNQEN
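HeLa cells stably expressing Vif and C-terminally eYFP-tagged A3G, seeded overnight at 37 deg C, then exposed to compound by pintool overnight at 37 deg C. Rise in yellow fluorescence (Ex 488/Em 500-530, Acumen) marks blocked Vif-driven A3G degradation.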
RGS4 inhibitor: human RGS4 inhibition; actives 0.039% (n = 390,000); P49798; Transcreener GDP fluorescence polarization, RGS4-accelerated GTP hydrolysis; Potency, µM (highest dose often 114 µM), for inactives: top-dose activity change, negative = inhibition, actives largely listed as inhibitors; also: potency is read from the fitted curve at half-maximal effect; % is scaled to controls: 0 for no effect and ±100 for the full control effect; nearly all actives have a fitted effect of over 75% in size; some results filed as inactive show a strong effect at the top dose
Target sequence (P49798 whole entry, looked up): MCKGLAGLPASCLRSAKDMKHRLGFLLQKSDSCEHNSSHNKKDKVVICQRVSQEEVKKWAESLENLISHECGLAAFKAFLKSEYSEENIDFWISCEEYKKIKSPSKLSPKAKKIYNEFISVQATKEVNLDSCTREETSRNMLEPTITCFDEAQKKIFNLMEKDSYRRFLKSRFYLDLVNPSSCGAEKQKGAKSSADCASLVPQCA
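MLSMR compounds (23 nl, pin-transferred) preincubated 10 min at room temperature with a 500nM (2x) first reagent, then RGS4 at 900nM (2x) plus Transcreener GDP mix added; fluorescence polarization (620/688 nm) read before and after 90 min at 30 °C.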
Active calls of the source: *; u = inconclusive; x = not tested or not shown; [ ] = dose if it differs, or a comment. Unless noted, calls follow the shape of the dose curve; as a rule, active = well fitted curve in the direction sought with a large enough effect; inconclusive = small, poorly fitted or top-dose-only effect, or another doubt; inactive = no such curve, though single readings can be large; an effect the other way counts as inactive or inconclusive.

SMILES	USP1 inh	IDH1 R132H inh	LDHA inh	Vif-A3F inh	GRP78 ERSR act	TrxR1 substrate	TrxR1 inh	Vif-APOBEC3G blk	RGS4 inhibitor
O=C(NC1CC2CCCC(C1)N2Cc1ccccc1)c1ccc([N+](=O)[O-])cc1 (stereo unspecified)	-17%	-2%	-1	1%	-2%	-5%	12%	3%	-18%
O=C1CNC(=O)/C(=C\c2ccccc2)N1	-20%	2%	0	-2%	-2%	6%	20%	-6%	-54%
CC(=O)c1cccc(NC(=S)NC(=O)c2ccc(C)cc2)c1	-25%	1%	-3	9%	2%	9%[57.1 µM]	u	0%	-45%
CN(C)S(=O)(=O)c1ccc(SCC(=O)Nc2cccc(S(=O)(=O)N3CCCC3)c2)nc1	-14%	-3%	3	2%	-3%	2%	29%	0%	-6%
Cc1ccc(/C=N/NC(=O)c2ccc(NC(=O)c3ccccc3Cl)cc2)o1	-19%	0%	-1	8%	-2%	8%	4%	5%	-13%
COc1ccc(Cl)cc1NC(=O)NCc1cccnc1	-8%	-6%	-2	0%	-2%	2%	5%	-4%	43%
C/C(=N\OCC(=O)OCC(=O)NCc1ccccc1)c1ccc2c(c1)OCO2	-19%	13%	0	-10%	-4%	4%	18%	-6%	-34%
CCCCCC(=O)N1CCCC1	-23%	5%	0	0%	-9%	5%	16%	2%	-1%
COc1ccc(N(C(=O)C(C)C)S(=O)(=O)c2ccc(Cl)cc2)cc1	-8%	2%	-12	-12%	-2%	-10%	13%	1%	14%
COc1ccc(C(=O)Nc2ccccc2C(=O)Nc2ccncc2)cc1	-19%	4%	-7	4%	4%	2%	3%	2%	-16%

The last three records of the section above lead into the next:
SMILES	USP1 inh	IDH1 R132H inh	LDHA inh	Vif-A3F inh	GRP78 ERSR act	TrxR1 substrate	TrxR1 inh	Vif-APOBEC3G blk	RGS4 inhibitor
CCCCCC(=O)N1CCCC1	-23%	5%	0	0%	-9%	5%	16%	2%	-1%
COc1ccc(N(C(=O)C(C)C)S(=O)(=O)c2ccc(Cl)cc2)cc1	-8%	2%	-12	-12%	-2%	-10%	13%	1%	14%
COc1ccc(C(=O)Nc2ccccc2C(=O)Nc2ccncc2)cc1	-19%	4%	-7	4%	4%	2%	3%	2%	-16%
O=C(NCC1CCCO1)C1CCCN1C(=O)NC1CCCCC1 (stereo unspecified)	-24%	-1%	-8	1%	-3%	6%	11%	-1%	-18%
O=C(Nc1ccccc1N1CCOCC1)C1CCCCN1S(=O)(=O)c1ccccc1 (stereo unspecified)	-12%	6%	2	-9%	-1%	-4%[57.1 µM]	15%[57.1 µM]	-1%	-41%
COc1ccc(C(=O)Nc2ccc(Cl)c(S(=O)(=O)N3CCOCC3)c2)cc1	-24%	0%	-11	-1%	-4%	-6%[2.29 µM]	-10%[2.29 µM]	-5%	-14%
CCCNC(=O)CSc1nnc(-c2ccco2)n1C	-7%	18%	-3	2%	-3%	7%[57.1 µM]	-31%	3%	-32%[11.4 µM]
Cc1ccc(SCC(=O)NCc2ccccc2)cc1	0%	7%	-12	1%	2%	-1%	14%	-1%	4%
COc1ccc(NC(=O)CSc2ccccc2)c(OC)c1	-7%	-1%	-6	3%	5%	-2%	0%	-3%	16%
COc1ccc(NC(=O)c2nc3nc(C)cc(C(F)F)n3n2)c(C)c1	-8%	-5%	-5	0%	3%	-5%	-6%	-1%	3%
Cc1coc2cc3oc(=O)c(CCC(=O)NCc4ccccn4)c(C)c3cc12	5%	-11%	2	9%	-1%	20%	3%	-3%	-1%
CC1(C)CNC(=O)C=C(c2ccccc2)C1	-7%	3%	-2	-16%	-3%	-8%	18%	-6%	-23%
CC1CCN(c2nc3c(S(=O)(=O)c4ccc(Cl)cc4)nnn3c3ccsc23)CC1	u	10%	-2	6%	-2%	55%[activator]	58%[activator]	0%	-29%

An excerpt from above in order of number of heavy atoms, lowest first.
SMILES	USP1 inh	IDH1 R132H inh	LDHA inh	Vif-A3F inh	GRP78 ERSR act	TrxR1 substrate	TrxR1 inh	Vif-APOBEC3G blk	RGS4 inhibitor
COc1ccc(NC(=O)CSc2ccccc2)c(OC)c1	-7%	-1%	-6	3%	5%	-2%	0%	-3%	16%
CC1CCN(c2nc3c(S(=O)(=O)c4ccc(Cl)cc4)nnn3c3ccsc23)CC1	u	10%	-2	6%	-2%	55%[activator]	58%[activator]	0%	-29%
O=C(Nc1ccccc1N1CCOCC1)C1CCCCN1S(=O)(=O)c1ccccc1 (stereo unspecified)	-12%	6%	2	-9%	-1%	-4%[57.1 µM]	15%[57.1 µM]	-1%	-41%

Further compounds
SMILES	USP1 inh	IDH1 R132H inh	LDHA inh	Vif-A3F inh	GRP78 ERSR act	TrxR1 substrate	TrxR1 inh	Vif-APOBEC3G blk	RGS4 inhibitor
COc1ccc(S(=O)(=O)N(CCc2ccccc2)CC(=O)NCCCO)cc1	-19%	2%	-14	-8%	-2%	8%	17%	2%	-12%
COc1ccc(C(=O)N/N=C(\C)c2cccc(NC(=O)c3ccc(F)cc3)c2)c(OC)c1	-5%	-1%	-2	-5%	0%	-9%	-2%	-8%	12%
COc1ccccc1CNC(=O)CSc1n[nH]c(N)n1	-16%	-7%	-4	-14%	-5%	6%	12%	1%	0%
CCC(=O)N1CCc2cc(S(=O)(=O)NC(CC(C)C)C(=O)NCc3cccc(OC)c3)ccc21 (stereo unspecified)	0%	0%	-31*	6%	-5%	-1%	8%	0%	18%
COc1ccccc1/C=C/C=N/NC(=O)c1cc(-c2ccco2)[nH]n1	-13%	7%	7	5%	0%	-8%	-52%	u	u
COC(=O)c1c(NC(=O)CN2CCN(Cc3ccc4c(c3)OCO4)CC2)sc(C)c1C	-14%	4%	0	-1%	2%	-7%	u	0%	-20%
Cc1cccc(OCc2nc(C#N)c(NCc3ccccc3Cl)o2)c1	-27%	18%	1	-5%	-1%	6%	42%	-4%	3%
C/C(=N\NS(=O)(=O)c1ccc(C)cc1)c1cccs1	-3%	-2%	-4	0%	-6%	-8%	-8%	1%	14%
COc1cccc(C(=O)C2CCCN(C(=O)c3ccccc3Cl)C2)c1 (stereo unspecified)	-21%	0%	-1	2%	-1%	-7%	4%	1%	-13%
COC(=O)c1ccccc1NC(=O)N1CCC(N2CCN(Cc3ccc(F)cc3)C(=O)C2=O)CC1	-25%	-10%	-5	-5%	-1%	8%[57.1 µM]	11%[57.1 µM]	2%	19%
COc1ccc(C2=NN(C(=O)CSc3ncccn3)C(c3ccc(OC)cc3)C2)cc1 (stereo unspecified)	-19%	-1%	2	2%	-1%	-7%[0.457 µM]	-19%	-3%	-35%
O=C(Cc1ccc(Cl)cc1)N/N=C/c1ccc(O)c(O)c1	-29%	0%	9	2%	u	x	x	-6%	x
O=C(COC(=O)CCN1C(=O)c2cccc([N+](=O)[O-])c2C1=O)NCc1ccccc1	-20%	4%	0	-2%	-4%	5%	6%	5%	-6%
C=CCNC(=S)NNC(=O)C(CCCC)CC(O)COCC(C)C (stereo unspecified)	-8%	1%	-6	2%	-4%	6%[57.1 µM]	12%[57.1 µM]	1%	-7%
O=C1C=C(c2cccc3c2Oc2ccccc2S3)C[C@@H](c2ccc(Cl)cc2)C1	u	-3%	-3	-2%	2%	5%[57.1 µM]	10%[57.1 µM]	0%	-4%
CCOc1ccc(NC(=O)CSc2nc3ccsc3c(=O)n2CCC(C)C)cc1	-7%	-9%	-2	2%	0%	6%[57.1 µM]	19%[57.1 µM]	-3%	-18%
C[C@]12C(=O)N(c3cccc(F)c3)C(=O)N1[C@H]1c3ccccc3OC[C@@H]1[C@H]2c1ccccc1	-28%	-6%	-1	-4%	-3%	5%	30%	-8%	10%
CCOc1ccc(C(c2c(C)n(C)n(-c3ccccc3)c2=O)c2c(C)n(C)n(-c3ccccc3)c2=O)c(O)c1	3%	3%	4	-3%	-3%	-7%[57.1 µM]	-19%[57.1 µM]	2%	12%
Cc1cccc(OCC(=O)NC2CC(C)(C)NC(C)(C)C2)c1	-24%	5%	-3	-8%	-5%	8%	19%	6%	-26%
Cc1ccc(C)c(Cn2c(=O)n(-c3ccc(F)cc3)c(=O)c3sc4ccccc4c32)c1	-19%	-6%	-4	-8%	2%	5%	17%	5%	6%
CSc1ncc(Cl)c(C(=O)Nc2ccc(S(=O)(=O)N3CCOCC3)cc2)n1	-17%	6%	-7	-1%	-1%	18%[57.1 µM]	28%[57.1 µM]	0%	u

Not all compounds are listed; the hit share may differ from the screen's.
